Screening results as filed in PubChem BioAssay.
SIRT5 inh = blocks human SIRT5 desuccinylation of peptide; Q9NXA8; Purified SirT5, succinyl-peptide AMC, trypsin-coupled fluorescence; inhibition, % at 15 µM; 330,000 tested, 1.1% active; AID 652115; in the data active means inhibition above about 15%; inconclusive means no clear call, values can overlap the other calls
Target sequence (Q9NXA8 whole entry, looked up): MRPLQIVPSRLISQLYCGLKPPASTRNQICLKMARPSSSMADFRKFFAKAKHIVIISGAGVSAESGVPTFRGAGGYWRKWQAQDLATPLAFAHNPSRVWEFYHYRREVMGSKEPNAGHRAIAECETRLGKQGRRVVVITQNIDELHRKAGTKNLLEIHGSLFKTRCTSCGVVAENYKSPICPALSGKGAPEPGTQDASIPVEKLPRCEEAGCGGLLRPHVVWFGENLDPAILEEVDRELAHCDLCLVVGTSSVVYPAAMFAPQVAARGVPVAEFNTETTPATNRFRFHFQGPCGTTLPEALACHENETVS
S100A4 inh HTS = S100A4-myosin IIA interaction inhibition; P26447; S100A4/TAMRA-MyoIIA peptide fluorescence polarization; inhibition, % at 10.7 µM; 360,000 tested, 0.14% active;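 active means mean inhibition of at least 70% across replicates, with every replicate also reaching that level; inconclusive means mean inhibition reaches 70% but some replicates fall short; inactive means mean inhibition below 70%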
Target sequence (P26447 whole entry, looked up): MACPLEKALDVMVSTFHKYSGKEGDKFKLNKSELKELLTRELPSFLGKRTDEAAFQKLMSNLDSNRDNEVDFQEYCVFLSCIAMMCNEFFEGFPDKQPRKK
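assay system = human S100A4 monomer with TAMRA-labelled myosin IIA peptide | also added = labelled myosin peptide probe, 5 nM | incubation = 5 min between mix addition and reading | control set = DMSO and TFP controls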
PglD inh = PglD (C. jejuni) enzyme inhibition | 360,000 tested, 0.098% active | AID 602405 | inhibition, % at 12.5 µM | purified PglD enzyme, DTNB colorimetric CoA detection; in the data active means inhibition above about 16%, passing the limit was not always enough; inconclusive means no clear call, values can overlap the other calls; further: strong numbers were not always called active
ERp5 block = inhibitors of human ERp5. inhibition, % at 9.99 µM. 350,000 tested, 0.05% active. AID 651711. ERp5 insulin aggregation, absorbance 650 nm, 90 min. Q15084;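 active means mean replicate inhibition above about 25%, with every replicate also reaching it, limit read from the data, passing the limit was not always enough; inconclusive means only one of those two criteria met; inactive means neither criterion met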
Target sequence (Q15084 whole entry, looked up): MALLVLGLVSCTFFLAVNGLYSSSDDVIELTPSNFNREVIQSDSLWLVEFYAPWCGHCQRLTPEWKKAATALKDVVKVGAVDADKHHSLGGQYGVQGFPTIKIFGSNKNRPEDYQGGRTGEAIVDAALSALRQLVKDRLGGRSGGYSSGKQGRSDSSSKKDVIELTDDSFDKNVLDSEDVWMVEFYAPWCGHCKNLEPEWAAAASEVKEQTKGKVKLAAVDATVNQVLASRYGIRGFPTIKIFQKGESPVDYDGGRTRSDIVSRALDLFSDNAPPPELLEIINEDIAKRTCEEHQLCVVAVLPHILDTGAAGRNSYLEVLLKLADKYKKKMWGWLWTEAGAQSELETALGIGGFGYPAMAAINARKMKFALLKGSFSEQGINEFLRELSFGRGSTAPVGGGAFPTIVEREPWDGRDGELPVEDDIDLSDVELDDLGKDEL
DENV2 CPE = inhibitors of DENV2 cytopathic effect. DENV2-infected cells, cytopathic effect rescue, plate reader. CPE inhibition, % at 9.99 µM. 350,000 tested, 1.7% active. AID 651640; in the data active means CPE inhibition above about 20%, passing the limit was not always enough; inconclusive means no clear call, values can overlap the other calls; tested in BHK-21 cells;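 further: 0% = median of neutral control wells and 100% = median of positive control wells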
C2C12 statin = protects C2C12 myotubes from simvastatin toxicity | AID 602340 | rescue of ATP level, % at 7.49 µM | 330,000 tested, 0.78% active | ATP luminescence, 48 h; scaled: DMSO 0, geranylgeraniol control 100;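 active means mean ATP rescue above about 67%, or every replicate alone reaching that limit, limit read from the data, passing the limit was not always enough; inconclusive means no clear call, values can overlap the other calls; inactive means mean under the limit and some replicate under it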;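 further: myotubes were challenged with 10 µM simvastatin during compound exposure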
E-sel inducer = E-selectin induction on HUVECs; activation, % at 7.58 µM; HUVEC E-selectin immunofluorescence imaging; normalized: neutral wells 0, TNF-alpha wells 100; 260,000 tested, 0.37% active;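 active means mean E-selectin-positive cell signal at least 10% of the positive control, reached in at least 60% of replicates, without over 20% cell loss; inconclusive means no rule given, readout overlaps actives, possibly toxicity-flagged; inactive means the rest, including those meeting only one limit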;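 further: in these data hits start at about 27%; measured in HUVEC primary endothelial cells; signal is the percent of cells scored E-selectin positive by PE staining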
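Read-out: % PE-positive cells | Test system: HUVEC | Doses: One compound dose added by pin transfer | Buffer or medium: EGM-2 over gelatin coat | Signal: Immunofluorescence imaging | Benchmarks: TNF-alpha, DMSO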
The depositor's hits bear a star; ? = inconclusive; . = no result given; & = joins results of further samples.

Compound	SIRT5 inh	S100A4 inh HTS	PglD inh	ERp5 block	DENV2 CPE	C2C12 statin	E-sel inducer
S=c1[nH]nc(C2CCCCC2)n1/N=C/c1cccs1	.	.	-2	.	.	2	-2.3
O=C(C1CC1)N1C[C@H]2[C@@H](c3ccccc31)[C@@H](CO)N2C(=O)c1ccccn1	3	-4	2	1	12	-4	0.2
CN1CCN(NC(=O)c2ccc(Br)s2)CC1	3	0	-3	6	-1	-2	.
O=C(/C=C/c1ccccc1Cl)c1ccc(O)cc1	1	-13	-1	-1	-2	16	.
O=C(NCc1nnnn1-c1ccc(F)c(F)c1)c1cc2ccccc2o1	-8	-6	-4	-7	2	-11	0.0
COCCCNC(=O)Cn1c(=O)n(CC(=O)N2CCCCC2)c(=O)c2sccc21	-13	5	-3	-3	4	3	0.5
COc1ccccc1N1CCN(C(=O)C2CCN(S(=O)(=O)c3ccc(Cl)cc3)CC2)CC1	.	-3	-7	-4	.	-6	.
CCN(CC)S(=O)(=O)c1cccc(NC(=O)c2ccccc2Br)c1	-5	-5	.	?	14	.	1.0
O=C(COc1ccc(-c2ccccc2)cc1)NNC(=O)Nc1ccccc1	0	-5	3	-20	6	-6	1.7
CCOC(=O)c1ccn(-c2nc(-c3ccco3)cc(C(F)(F)F)n2)n1	.	6	6	-1	17	122*	-0.2
C[C@H](NC(=O)N(C)C[C@@H]1OCc2ccccc2-c2ccccc2C(=O)N([C@H](C)CO)C[C@@H]1C)c1ccccc1	3	-3	2	1	3	-2	-0.7
Cc1noc(C)c1NC(=O)Nc1ccc2c(c1)C(=O)N([C@@H](C)CO)C[C@@H](C)[C@@H](CN(C)Cc1ccc3c(c1)OCO3)OCCCC[C@H](C)O2	.	.	0	.	11	.	0.0

Additional compounds follow.
Compound	SIRT5 inh	S100A4 inh HTS	PglD inh	ERp5 block	DENV2 CPE	C2C12 statin	E-sel inducer
CCCNC(=O)Nc1ccc2c(c1)OC[C@H](C)N(C(=O)CC)C[C@@H](C)[C@H](OC)CN(C)C2=O	-1	3	2	1	-1	-13	1.0
CC(C)C#Cc1ccc([C@@H]2[C@H](C#N)N(C(=O)CN(C)C)[C@H]2CO)cc1	0	12	-1	15	?	-30	-0.3
CC(C)c1cn(CC[C@@H]2CC[C@H](NS(=O)(=O)c3ccc(Cl)cc3)[C@H](CO)O2)nn1	-5	-20	-1	0	-2	4	0.4
COCCNc1nc(C)c(C(C)=O)s1	4	-1	.	0	-4	.	2.2
CCCCCCNC(=O)CCc1nc2cccnc2n1Cc1ccc(OC)cc1	0	-1	-1	3	2	3	.
COc1ccc(S(=O)(=O)Nc2ccc3c(c2)CC(=O)N([C@H](C)CO)C[C@@H](C)[C@H](CN(C)C(=O)Nc2c(C)noc2C)O3)cc1	1	10	3	-9	?	-22	-0.2
O=C1[C@@H]2CSCCS(=O)(=O)N2C(=O)N1C1CCCCC1	-2	-8	.	0	-12	.	.
CCCCNc1ccc2oc(-c3ccc(OC)cc3)c(-c3ccc(OC)c(F)c3)c2c1	.	-1	-3	-3	-1	-6	1.5
Nc1nc2c(nc(SCc3ccccc3Br)n2C2OC(CO)C(O)C2O)c(=O)[nH]1 (stereo not drawn)	0	-11	5	1	-2	.	.
COCCn1c(SCC(=O)Nc2cc(C)on2)nc2c([nH]c3ccccc32)c1=O	-1	-5	0	3	8	6	8.5
COc1ccc(NC(=O)C(=O)N/N=C/c2cccnc2)cc1	0	0	.	2	-4	-8	.
C[C@H](CO)N1C[C@H](C)[C@@H](CN(C)S(=O)(=O)c2ccc(F)cc2)Oc2c(NS(=O)(=O)c3ccccc3)cccc2C1=O	4&1	1&2	-6	-1&5	2&7	-8	-0.3

Next structures.
Compound	SIRT5 inh	S100A4 inh HTS	PglD inh	ERp5 block	DENV2 CPE	C2C12 statin	E-sel inducer
CCN(C[C@H]1N[C@@](C)(C(=O)OC)[C@H]2C(=O)N(Cc3ccccc3)C(=O)[C@@H]12)C(=O)Nc1ccc(Cl)cc1	10	13	-2	-3	3	19	6.4
Cc1ccccc1CN(C)C[C@@H]1OCc2cn(nn2)CCCC(=O)N([C@H](C)CO)C[C@H]1C	3	0	8	-2	-1	-2	-0.1
C[C@H]1CN([C@@H](C)CO)C(=O)c2cccc(NS(C)(=O)=O)c2O[C@@H]1CN(C)CC1CCCCC1	-4	-1	-4	-4	-12	-15	1.0
Cc1cc(Nc2ccc(F)cc2)n2nc(C)nc2n1	.	-1	-5	2	-6	-3	0.1
C=CCSc1nc(N2CCOCC2)c2c(c1C#N)CC(C)(C)N(C)C2	-1	-1	.	-11	9	.	0.3
COc1ccc2[nH]c(CN3CCN(C(C)C)C(CCO)C3)c(C)c2c1 (stereo not drawn)	-2	1	0	-3	-6	-2	.
O=C(NCc1ccc(Cl)cc1)C1CCCO1 (stereo not drawn)	-4	0	-1	2	1	5	2.4
CCC(=O)Nc1nc2ccccc2n1Cc1ccccc1Cl	-2	1	0	2	-7	.	-0.1
CCCCc1c(C)nc2nc(SCc3ccc(Cl)cc3)[nH]n2c1=O	1	-3	1	1	0	-2	0.0
CC(C)(C)CN1CCC(Oc2cccc(C(=O)N3CCC[C@H]3CO)c2)CC1	-2	-10	-4	-7	5	-2	.
Oc1cccc(/C=N/Nc2ccc(Cl)nn2)c1	0	1	8	1	9	5	.
OCCC1CN(Cc2cccn2-c2nccs2)CCN1C1CCCCC1 (stereo not drawn)	-1	0	-6	2	.	7	.

New compounds follow.
Compound	SIRT5 inh	S100A4 inh HTS	PglD inh	ERp5 block	DENV2 CPE	C2C12 statin	E-sel inducer
O=C(CN1CCN(S(=O)(=O)N2CCCCC2)CC1)Nc1cc(Cl)ccc1Cl	-6	-11	1	1	1	-3	.
O=C(CNC(=O)c1sc2ccccc2c1Cl)Nc1ccccc1F	1	-3	2	-1	5	6	-1.4
O=c1c2cccnc2n(-c2ccccc2)n1Cc1c(Cl)cccc1Cl	0	10	.	-3	-1	0	.
COc1ccc(CCCNC(=O)C2Cc3c(-c4cccc(NC(C)=O)c4)ccnc3O2)cc1 (stereo not drawn)	0	-6	4	-6	17	-9	1.1
C[C@H](CO)N1C[C@H](C)[C@@H](CN(C)Cc2cccc(O)c2)OCc2cn(nn2)CCCC1=O	-6	17	0	3	15	6	0.2
Cc1cc(C)n(CCCNCC(O)c2ccccc2)n1 (stereo not drawn)	-2	-3	3	3	10	18	.
CCNC(=O)[C@H]1[C@H](CO)[C@H]2Cn3c(ccc(C4=CCCCC4)c3=O)[C@@H]1N2CCC(F)(F)F	-30	4	.	-2	-8	.	0.2
COc1ccc2oc(=O)c(C(=O)Nc3cccc(C)c3)cc2c1	0	4	.	-2	-6	-8	.
CCC(C)c1ccc(O)c(NC(=S)NC(=O)c2cccs2)c1 (stereo not drawn)	11	2	.	-3	-2	.	0.8
CSC1=NC2(C[C@H]2c2ccccc2)C(=O)N1C (stereo partly drawn)	-1	7	0	2	3	3	.
Cc1ccc(NC(=O)c2ccccc2F)c(NC(=O)c2ccccc2F)c1	-2	-2	4	7	-1	-3	.
CCC(Sc1nc(N)c(NC(=O)c2ccc(OC)cc2)c(=O)[nH]1)C(=O)O (stereo not drawn)	1	-3	2	3	13	-4	.

The list goes on:
Compound	SIRT5 inh	S100A4 inh HTS	PglD inh	ERp5 block	DENV2 CPE	C2C12 statin	E-sel inducer
Cc1cccc(NCCC(=O)c2ccc([N+](=O)[O-])cc2)c1C	-5	1	14	3	1	5	-0.2
C[C@H](CO)N1C[C@H](C)[C@@H](CN(C)Cc2ccc3c(c2)OCO3)OCCCC[C@H](C)Oc2ccc(NC(=O)Nc3ccc(F)cc3)cc2C1=O	-4	-8	61	2	3	-91	0.1
O=C(CSc1nnnn1-c1cccnc1)Nc1ccc(F)cc1F	-5	0	5	3	8	3	-0.3
Cc1ccc(C(=O)NNC(=O)C2CCN(c3nc(C)cc(C)n3)CC2)cc1	0	4	0	4	7	8	.
C[C@@H]1CN([C@H](C)CO)C(=O)c2cccc(NC(=O)NC3CCCCC3)c2O[C@H]1CN(C)C	-3	-12	-3	-2	1	7	-3.6
C[C@H]1CN=C(Nc2ccccc2)N1CCCC1CCCC1	-5	-5	1	-1	58*	-4	0.0
CN1/C(=C\C=N\O)C(C)(C)c2ccccc21	2	-10	-4	0	5	-17	.
CCOC(=O)N1CCN(C(=O)C2CCN(S(=O)(=O)c3cc(C)ccc3OC)CC2)CC1	.	10	4	-2	3	8	.
CCOP(=O)(OCC)c1nc(-c2ccccc2)oc1NCc1ccccc1	-26	-4	.	?	14	.	0.2
C[C@@H]1CN([C@@H](C)CO)C(=O)c2cc(C#CCN(C)C)cnc2O[C@@H]1CN(C)C(=O)Nc1cc(F)ccc1F	1	-1	1	4	-3	1	-0.3
COc1ccccc1C(=O)NC(=O)CSc1nc2nc(C)cc(C)n2n1	-9	-1	-5	6	5	6	.
Cc1noc(C)c1NC(=O)N[C@H]1CC[C@@H](CCNC(=O)C2CCC2)O[C@H]1CO	-1	4	1	-13	-10	1	-0.3

Later entries
Compound	SIRT5 inh	S100A4 inh HTS	PglD inh	ERp5 block	DENV2 CPE	C2C12 statin	E-sel inducer
CCOC(=O)c1cc2c(ccn2C)n1CC(=O)N1C(C)CCCC1C (stereo not drawn)	-3	1	.	0	-1	.	.
COc1ccc(/C=N/Nc2ccc(C(=O)O)cc2)cc1OC	-4	6	-4	3	4	-18	2.0
CC1=C(C#N)c2nc(N)c(C#N)c(C)c2/C1=C\c1ccc(-c2ccccc2C(=O)O)o1	25*	-3	.	0	-4	.	.
COc1ccc(/C=N/NC(=O)CCNc2n[nH]c(=O)[nH]c2=O)c(OC)c1	-4	-4	3	1	4	1	-0.6
CC(=O)Nc1ccc(-c2ccnc3c2CC(C(=O)Nc2cccc(Oc4ccccc4)c2)O3)cc1 (stereo not drawn)	.	0	-6	6	-2	-49	0.3
COc1ccc(CCNC(=O)Cn2c(=O)[nH]c3ccsc3c2=O)cc1OC	-3	3	.	7	8	16	1.1
COC(=O)C1CCN(Cc2nnc(-c3ccccc3)o2)CC1	-2	5	2	3	?	2	-1.7
CN(C)C(=O)C[C@H]1C[C@@H]2c3cc(NC(=O)Nc4ccccc4F)ccc3O[C@@H]2[C@@H](CO)O1	-1	2	-3	2	3	-9	-0.2
CO[C@@H](CN(C)Cc1cc(F)ccc1F)[C@H](C)CN(C(=O)Nc1ccc(C(F)(F)F)cc1)[C@@H](C)CO	.	-10	0	1	7	-26	0.8

Copied from the list.
CCOC(=O)c1cc2c(ccn2C)n1CC(=O)N1C(C)CCCC1C (stereo not drawn) in ERp5 block reads 0
COc1ccc(/C=N/NC(=O)CCNc2n[nH]c(=O)[nH]c2=O)c(OC)c1 in E-sel inducer reads -0.6

Only part of the results is shown; rates above refer to the full screens.
